Screens from PubChem.
NCI-60 one-dose screen, 48 h, at 10 µM unless noted. Numbers give growth in % (100 = growth as untreated, 0 = no growth, -100 = all killed).
MDA-MB-231: MDA-MB-231 breast cancer. 5% of 81,000 active
SR: SR leukemia cells. 8.7% of 73,000 active. AID 1794780
K-562: K-562 leukemia | 7.4% of 78,000 active
MDA-MB-468: MDA-MB-468 breast cancer; AID 2202374; 8.5% of 78,000 active
BT-549: BT-549 breast cancer. AID 1794793. 4.4% of 78,000 active
T-47D: T-47D breast cancer; AID 1794792; 5% of 79,000 active
MCF7: MCF7 breast cancer; 6.3% of 82,000 active
MOLT-4: MOLT-4 leukemia cells. 6.9% of 80,000 active. AID 1794779
An asterisk follows results filed as active; x = not tested or not shown; & = joins results of further samples; [ ] = another dose, or the depositor's remark. Rule for the calls: active = growth percent below 10; inactive = the rest.

SMILES	MDA-MB-231	SR	K-562	MDA-MB-468	BT-549	T-47D	MCF7	MOLT-4
Cc1cc2c(cc1-c1cc(/C=C/C(=O)O)ccc1C(F)(F)F)C(C)(C)CCC2(C)C	74	54	65	91	62	39	44	54
c1ccc2c(c1)CCNC2	86	99	90	107	111	90	98	95
O=C1C(Br)CS(=O)(=O)CC1Br (stereo not drawn)	102	x	x	96	111	106	94	x
Oc1cc[c]([Hg][Cl])cc1	x	38	60	94	128	x	50	65
CCOC(=O)Nc1cc(Cl)c([N+](=O)[O-])c(NC(=O)OCC)n1	108	-23*	8.8*	87	95	82	51	80
CC(C)CS(=O)(=O)C(c1ccccc1)c1ccccc1	94	114	118	107	100	x	100	114
COc1ccc(C2=NN(c3ccccc3)C(c3sc(N(CCCl)CCCl)nc3Cl)C2)cc1 (stereo not drawn)	68	86	64	69	108	69	87	67
CC[C@H](C)[C@H](NC(=O)c1ncccn1)C(=O)N(C)[C@H](C[C@@H](OC(C)=O)c1nc(C(=O)N[C@@H](Cc2ccccc2)C[C@H](C)C(=O)OC)cs1)C(C)C	4.2*	15	7.3*	23	5.5*	53	19	20
CCC(=O)Nc1ccccc1	111	91	103	116	94	106	91	94
COc1ccc(C(O)(C(=O)OCC[N+]2(C)CCCCC2)c2ccc(OC)cc2)cc1	105	103	115	96	110	89	99	102
O=NNc1c[nH]c(=O)[nH]c1=O	97	88	80	91	99	91	92	81
CC(C)Nc1ccc(Nc2ccccc2)cc1	26	51	25	5.9*	23	43	32	44
COc1ccc2c(c1)c(-c1nc(-c3c[nH]c4ncccc34)cs1)cn2CCCCN1CCOCC1	23	-18*	-65*	39	84	48	18	-21*
CC(=O)N1N=C(c2ccccc2)CC1c1sc(N(CCCl)CCCl)nc1Cl (stereo not drawn)	95	86	80	93	93	82	95	87
O=C(Cc1ccccc1)OCC(Br)CBr (stereo not drawn)	120	100	96	107	96	85	95	96
Nc1ccc2c(c1)oc1ccccc12	80	91	90	93	98	97	83	85
N#[N+]c1nc2nc(N)[nH]c(=O)c2[nH]1	107	94	101	100	x	100	91	103
CC12NCC(Cn3c1cc1ccccc1c3=O)O2 (stereo not drawn)	111	98	102	138	112	102	90	106
CNC(=O)Oc1c(C)ccc2ccccc12	105	96	99	114	92	93	99	96
CO/N=C1\CC[C@]2(C)[C@H]3CC[C@]4(C)C(=O)CC[C@H]4[C@@H]3C[C@@H]3SC(N)=N[C@@]32C1	101	72	71	89	106	84	89	86
COc1cccc(-c2nc3c(s2)C2=CC[C@@H]4[C@H](CC[C@]5(C)C(=O)CC[C@@H]45)[C@@]2(C)CC3)c1	104	108	107	109	106	103	99	106
C=CCN=C=S	97	100	102	108	110	112	96	100
CCOC(=O)CC(SP(=S)(OC)OC)C(=O)OCC (stereo not drawn)	94	x	102	115	85	101	100	x
Cc1ccccc1N	100	97	102	98	120	92	97	98
Cc1cc[n+](CCc2ccccc2)cc1	117&115	101	89&86	73&61	107&104	101&95	104&101	101&90
SMILES	MDA-MB-231	SR	K-562	MDA-MB-468	BT-549	T-47D	MCF7	MOLT-4
Clc1ccc(CSc2ncc(Br)c(N3CC3)n2)c(Cl)c1	112	x	x	93	96	87	102	x
CCN(CC)c1ccccc1	107	x	98	x	110	101	104	99
CCOc1cccc(-c2nc3c(s2)C2=CC[C@@H]4[C@H](CC[C@]5(C)C(=O)CC[C@@H]45)[C@@]2(C)CC3)c1	101	106	102	105	92	100	98	103
CC(C)(C(Cl)(Cl)[N+](=O)[O-])C(Cl)(Cl)[N+](=O)[O-]	97	94	115	96	101	102	96	x
CCC(O)(COC(N)=O)c1ccccc1 (stereo not drawn)	94	92	102	101	114	100	98	95
CCC(CN(C)C)c1ccccc1 (stereo not drawn)	111	99	97	112	109	111	104	92
C=CCC1(Cc2ccsc2)C(=O)NC(=O)NC1=O	116	104	99	111	108	93	102	104
O=C(N/N=C\c1ccc(N(CCCl)CCCl)cc1[N+](=O)[O-])c1cccnc1	109	88	93	111	98	100	94	93
COc1ccc(CCN)cc1OC	105&99	104&102	95&98	99&111	93&104	84	87&102	111&101
CCN(C(=O)OC(C)C)[N+](=O)[O-]	115	90	94	106	93	97	103	92
O=C(NCCCCCCN1CC1)Nc1ccccc1	75	80	105	88	113	92	99	88
CC(C#N)N1CCN(c2cccc(Cl)c2)CC1 (stereo not drawn)	103	97	99	93	x	97	93	99
C#Cc1cccc(Oc2ccc(NS(=O)(=O)F)cc2)c1	86[8.25 µM]	100[8.25 µM]	76[8.25 µM]	111[8.25 µM]	87[8.25 µM]	82[8.25 µM]	103[8.25 µM]	64[8.25 µM]
C=CCOC(N)=O	105	x	x	108	106	109	111	x
CN(C(=O)Oc1cccc2ccccc12)C1C=CCC1 (stereo not drawn)	97	91	104	114	87	91	96	89
CCCCCCCCCCCCCCCCCC1OC[C@H](COC(=O)O[C@@H](C(=O)O[C@H]2C[C@@]3(O)[C@@H](OC(=O)c4ccccc4)[C@@H]4[C@]5(OC(C)=O)CO[C@@H]5C[C@H](O)[C@@]4(C)C(=O)[C@H](OC(C)=O)C(=C2C)C3(C)C)[C@@H](NC(=O)c2ccccc2)c2ccccc2)O1 (stereo partly drawn)	47	45	38	0.9*	54	50	26	55
CCOP1(=O)CC(C)=C(Cl)C(P(=O)(OCC)OCC)C1 (stereo not drawn)	88	x	110	x	112	96	100	106
Cc1cc(O)ccc1[N+](=O)[O-]	99	x	x	98	103	112	101	103
Cn1cc(C=O)c2nccnc21	111	105	101	98	151	104	91	101
CC(=O)OC1CCC2C3CC4C(F)(F)C45C=CCCC5(C)C3CCC12C (stereo not drawn)	102	93	79	90	107	110	131	102
C[C@H]1[C@@H](CC(=O)N[C@@H](Cc2coc3ccccc23)B(O)O)O[C@@H]2OC3(C)CC[C@H]4[C@H](C)CC[C@@H]1[C@@]24OO3	-92*	17	4.9*	-61*	-92*	-28*	12	8.4*
c1ccc(CN2CO[C@@H]3CCCCC[C@H]32)cc1	113	x	89	113	99	102	99	97
COc1ccccc1C=C1C(=O)NC(=S)NC1=O	88	111	103	109	123	92	110	115
ClC(Cl)(Cl)Sc1cccc(Br)c1	106	113	127	102	96	102	95	85
O=C1CC(=O)N(Cc2ccccc2)C(=O)N1	103	95	93	121	110	117	105	95
SMILES	MDA-MB-231	SR	K-562	MDA-MB-468	BT-549	T-47D	MCF7	MOLT-4
Nc1ccccc1C(=O)OCCc1ccccc1	99&80	94&119	112	109&100	84&83	88	101&93	94&110
ClC(Cl)c1nc2ccccc2[nH]1	89	92	96	110	97	98	96	93
CCOP(=S)(OCC)Oc1ccc2c(C)c(Cl)c(=O)oc2c1	101&87	68&82	72	67&98	106&98	77&78	91&110	79&70
COC1=C[C@@H]2[C@@H]3Cc4ccc(OC)c(O)c4[C@]2(CCN3C)CC1=O	114	110	107	112	93	142	91	91
C[C@H]1[C@H](OC(=O)CCC(=O)Nc2cnccn2)O[C@@H]2OC3(C)CC[C@H]4[C@H](C)CC[C@@H]1[C@@]24OO3	84	4.9*	15	51	24	22	24	28
CCC1CC(O)c2c(O)c3c(c(O)c2C1O)C(=O)c1cccc(O)c1C3=O (stereo not drawn) (tested in a mixture with another compound)	-19*	-0.5*	-44*	x	-68*	-14*	-51*	-23*
N#CC1c2ccccc2C=CN1C(=O)c1ccc(N(CCCl)CCCl)cc1 (stereo not drawn)	93	87	66	80	90	65	83	72
CCOP(=O)(OCC)C(NC(C)=O)C(=O)SCCN (stereo not drawn)	99	98	100	124	111	100	96	105
CC(=O)O[C@H]1CC[C@H]2[C@@H]3CC=C4C=C(Cl)CC[C@]4(C)[C@H]3CC[C@]12C	109	x	x	80	90	x	101	x
CC1CNC(=S)S1 (stereo not drawn)	115	99	94	110	97	97	105	94
CC12CCC3C(CC=C4C[C@@H](O)CCC43C)C1C/C(=C\c1ccc(OCC(=O)O)cc1)C2=O (stereo partly drawn)	106	100	91	113	114	109	114	91
COCC1OC2OC3C(COC)OC(OC4C(COC)OC(OC5C(COC)OC(OC6C(COC)OC(OC7C(COC)OC(OC8C(COC)OC(OC1C(O)C2O)C(O)C8O)C(O)C7O)C(O)C6O)C(O)C5O)C(O)C4O)C(O)C3O (stereo not drawn) (tested in a mixture with another compound)	115	91	100	105	x	113	101	100
c1ccc(N=PNc2ccccc2)cc1 (stereo not drawn)	109	97	96	126	x	96	107	95
CCCCc1ccc(NC2=NCCCS2)cc1	76	83	60	x	98	79	89	90
CC(C)(Cl)C(N)=O	100	x	96	102	105	96	97	118
COc1cc(=O)oc(/C=C/C=C/C=C/C(C)=C\C2(C)OC(C)C(C)(O)C2O)c1C (stereo not drawn)	108	167	140	x	104	101	103	153
CCOC(=O)/C=C(\C)Nc1ccc(N/C(C)=C/C(=O)OCC)c2c1Oc1ccccc1O2	79	78	82	x	102	103	94	76
CCCCCC(C)NC (stereo not drawn)	102	128	110	92	104	90	104	95
C#CC[Se]C(=O)c1ccc(C(=O)[Se]CC#C)s1	95	27	90	64	101	89	91	101
ClCCN(CCCl)c1ccc(/C=N/Nc2ncnc3nc[nH]c23)cc1	96	6.3*	61	50	95	60	43	26
O=C1/C(=C\c2ccccc2)N2CCC1CC2	88&102	83&113	86&101	109&99	97&110	98&103	98&104	86&104
CN(C)C(=O)Oc1cccc(Cl)c1	100	86	102	101	94	97	100	78
Cc1ccc(-n2c(=S)[nH]c3ccc(C)cc3c2=O)cc1	99&112	80&90	91&104	105&104	86&108	94&109	92&88	92&89
CC(=O)O[C@H](C[C@H](C(C)C)N(C)C(=O)[C@@H](NC(=O)[C@H]1CCCCN1C)C(C)C)c1cccc(C(=O)N[C@@H](Cc2ccccc2)C[C@H](C)C(=O)O)n1	12	6.3*	7.7*	21	-8.2*	48	16	9.1*
CCCCN(CCCC)CCc1ccc(O)cc1	114	93	93	127	104	96	104	90
SMILES	MDA-MB-231	SR	K-562	MDA-MB-468	BT-549	T-47D	MCF7	MOLT-4
Cc1ccc(C[As+](c2ccccc2)(c2ccccc2)c2ccccc2)cc1	11	x	9.5*	-24*	-4.8*	-3.9*	9.1*	14
O=C(O)CNCP(=O)(O)O	117	95	101	102	x	111	96	92
COC(=O)C1(C(=O)OC)N=C(C)OO1	102	103	126	101	110	102	101	101
CCC1(CCC(C)C)C(=O)NC(=S)NC1=O	111	114	124	95	101	110	105	98
O=C1N[C@@H]2[C@@H](O)[C@@H](O)[C@H](O)C[C@H]2c2cc3c(c(O)c21)OCO3	-28*	6.1*	1.9*	-46*	-13*	-8.5*	1.7*	-6.1*
COc1ccc(Nc2ccc([N+](=O)[O-])cc2[N+](=O)[O-])cc1CN(CCCl)CCCl	44	7.8*	24	10	40	23	19	0.4*

A portion of the library. The share of hits here may be higher or lower than overall.
